Screening results from PubChem BioAssay.
SRC3 TRFRET art – TR-FRET artefact, counter-screen to PPARgamma/SRC-3 agonist assay; PPARgamma/SRC-3 format; active compounds read high; TR-FRET ratio at 8 µM; 99,000 tested, 0.39% active; AID 1048; in the data active = TR-FRET ratio above about 2000; note: inactives centre near 1600; reference of the scale not given here
SRC1 TRFRET art – flags TR-FRET format artefacts in PPARgamma SRC-1 recruitment agonist screen | TR-FRET ratio at 8 µM | 99,000 tested, 0.34% active | TR-FRET detection artefact counter-screen, emission ratio; active compounds read high; in the data active = TR-FRET ratio above about 2300; note: inactives centre near 1800; reference of the scale not given here
An asterisk follows results filed as active.

smiles | SRC3 TRFRET art | SRC1 TRFRET art
COc1ccc(Br)cc1CNc1ccc(S(N)(=O)=O)cc1 | 1376 | 1668
CCCN1CCN(CCCNC(=O)CN2C(=O)COc3ccccc32)CC1 | 1488 | 1880
COc1ccc(/C=N/Nc2ncnc3sc(C)c(C)c23)cc1 | 1692 | 1936
CC(C)C(=O)OCC(=O)NCc1ccccc1Cl | 1465 | 1766
CC(OC(=O)c1cc(S(=O)(=O)Nc2ccc(F)cc2)ccc1Cl)C(=O)Nc1ccc2c(c1)OCCO2 (centres undefined) | 1431 | 1637
COC(=O)CC1C(=O)NCCN1C(=O)CSc1nc2ccccc2s1 (centres undefined) | 1654 | 1734
CN1Cc2c(N)cccc2C(c2ccccc2)C1 (centres undefined) | 1624 | 1606
CC(C)C(=O)Nc1ccccc1Cc1ccccc1 | 1600 | 1987
COc1ccccc1OCC(=O)Nc1ccc(-c2nnc(-c3ccco3)o2)cc1 | 1565 | 2071
COc1ccccc1Nc1ncc(C(=O)N2CCN(Cc3ccc(OC)c(OC)c3OC)CC2)c2ccccc12 | 1501 | 1752
COc1ccc(CCN2C(=O)CC(Cc3cccc(C)c3)C2=O)cc1OC (centres undefined) | 1702 | 1777
COC(=O)c1c(NC(=O)CN2CCN(c3cccc(Cl)c3)CC2)sc(C)c1C | 1351 | 1728
C/C(=N\NC(=O)c1ccc(NS(=O)(=O)c2cccs2)cc1)c1ccc2c(c1)OCO2 | 1607 | 1810
N/C(=N\OC(=O)COc1cc(Cl)c(Cl)cc1Cl)c1ccccn1 | 1661 | 1516
O=C(/C=C/c1ccccc1)OCc1cnc(Cl)s1 | 1473 | 1826
Cc1ccc(S(=O)(=O)Nc2ncc(C(F)(F)F)cc2Cl)cc1 | 1739 | 1726
COC(=O)C(C)(C)ONC(=O)Nc1ccccc1 | 1703 | 1737
COc1ccc(C)cc1Nc1cc(C)nc2nc(C)nn12 | 1691 | 1815
CC(C)(C)NC(=O)CN(Cc1cccs1)C(=O)CN1C(=O)C(=O)c2ccccc21 | 1561 | 1595
CCOC(=O)C1CCN(C(=O)c2cc3cc(Br)ccc3oc2=O)CC1 | 1597 | 1869
CC1=C(C(=O)OCc2ccccc2)C(/C=C/c2ccccc2)NC(=S)N1 (centres undefined) | 1362 | 1725
CCOc1cc(C(=O)NCc2ccc(C)cc2)ccc1OCC(=O)N1CCOCC1 | 1651 | 1716
CC(C)NC(=S)N/N=C/c1ccc(C(C)(C)C)cc1 | 1549 | 1597
O=C(NCCCN1CCOCC1)c1ccccc1NS(=O)(=O)c1ccc(F)cc1 | 1513 | 1792
COc1cc2c(cc1OC)C(c1cccc(C)c1)CC(=O)N2 (centres undefined) | 1901 | 1900
CC(C)(C)NC(=O)NC(=O)COC(=O)c1cc[n+]([O-])cc1 | 1557 | 1743
Cc1cccc(-n2cc[nH]c2=S)c1C | 1841 | 2066
COC(=O)c1ccc(CNC(=O)CN(CCC(C)C)S(=O)(=O)c2ccc3c(c2)OCCO3)cc1 | 1422 | 1840
Cc1ccc(S(=O)(=O)CC(=O)N2CCOCC2)cc1 | 1759 | 1620
Cc1cc(C(=O)N/N=C/c2cccn2C)n[nH]1 | 1423 | 2077

6 entries already listed, sorted by formula weight, falling.
smiles | SRC3 TRFRET art | SRC1 TRFRET art
COc1ccccc1Nc1ncc(C(=O)N2CCN(Cc3ccc(OC)c(OC)c3OC)CC2)c2ccccc12 | 1501 | 1752
COC(=O)CC1C(=O)NCCN1C(=O)CSc1nc2ccccc2s1 (centres undefined) | 1654 | 1734
COc1ccc(Br)cc1CNc1ccc(S(N)(=O)=O)cc1 | 1376 | 1668
CC(C)(C)NC(=O)NC(=O)COC(=O)c1cc[n+]([O-])cc1 | 1557 | 1743
COc1ccc(C)cc1Nc1cc(C)nc2nc(C)nn12 | 1691 | 1815
COC(=O)C(C)(C)ONC(=O)Nc1ccccc1 | 1703 | 1737

Continued:
smiles | SRC3 TRFRET art | SRC1 TRFRET art
CCCC1(C(=O)OCC)NC(c2ccco2)C2C(=O)N(C)C(=O)C21 (centres undefined) | 1702 | 1754
Cc1ccc(C(=O)Nc2nnc(-c3ccncc3)s2)o1 | 1449 | 1802
CC1=NN(C(=O)CCc2ccc3c(c2)OCO3)C(O)(C(F)(F)F)C1 (centres undefined) | 1646 | 1618
CN(C)S(=O)(=O)c1ccc(N2C(=O)CC2(/C=C/c2ccccc2)C(=O)NC2CCCC2)cc1 (centres undefined) | 1482 | 1701
CC(C)OC(=O)c1cccc(NC(=O)CSc2nnc(N)s2)c1 | 1590 | 1958
O=C(CCCc1ccccc1)Nc1nnc(C(F)(F)F)s1 | 1536 | 1954
CCCOc1ccc(N2CC(C(=O)Nc3ccccc3C(=O)NC)CC2=O)cc1 (centres undefined) | 1637 | 1826
Fc1ccccc1NC(=S)N(CCCN1CCOCC1)Cc1cccnc1 | 1424 | 1614
O=C(O)c1cccnc1SC1CC(=O)N(c2cccc3ccccc23)C1=O (centres undefined) | 1695 | 2113
CCN1CCN(C(=O)C(C)Nc2cc(Cl)c(OC)cc2OC)CC1 (centres undefined) | 1503 | 1647
C/C(=N/NC(=O)C1CCCCC1)c1ccc([N+](=O)[O-])cc1 | 1684 | 1788
O=C(NCc1ccccc1Cl)C1CCCO1 (centres undefined) | 1466 | 1623
CCCOC(=O)c1c(NC(=O)c2cnn3c2NC(c2ccccc2)CC3C(F)(F)F)sc2c1CCCC2 (centres undefined) | 1521 | 1797
COc1ccc(NC(=O)CSc2nnc(NC(=O)CN3CCOCC3)s2)cc1 | 1488 | 1909
O=C(CSc1nc(O)cc(=O)n1-c1ccccc1)Nc1ccc(Br)cn1 | 1449 | 1725
O=C(Nc1ccccc1OC(F)F)C1CCCN1C(=O)c1cccs1 (centres undefined) | 1633 | 1909
NC(=O)COC(=O)c1oc2ccccc2c1CSc1ccc(Cl)cc1 | 1672 | 1979
O=C(CCC(NC(=O)OCc1ccccc1)C(=O)OCc1ccccc1)NCC(=O)OCc1ccccc1 (centres undefined) | 1490 | 1748
Cc1cc(=O)[nH]c(N/N=C/c2cccs2)n1 | 1663 | 1627
CCOC(=O)Cn1c2ccccc2n2nc(CCC(=O)O)c(=O)nc12 | 1487 | 1936
CCn1c(=O)c(C(=O)NNS(=O)(=O)c2ccc(Cl)cc2)c(O)c2ccccc21 | 1503 | 1825
COc1cc(/C=N/Nc2nc3ccccc3[nH]c2=O)ccc1O | 1633 | 1915
COc1ccc(S(=O)(=O)N2CCN(C(=O)c3cc(C)oc3C)CC2)cc1 | 1346 | 1544
O=C1CC2c3ccccc3C1C1C(=O)N(CCc3ccccc3)C(=O)C21 (centres undefined) | 1491 | 1692
COc1cc2c(cc1OC)C(C)=NCC2 | 1638 | 1765
O=C(CN1CCCC1)Nc1nnc(-c2cccs2)s1 | 1419 | 1767
Cc1ccc2c(COC(=O)CC3Sc4ccccc4NC3=O)cc(=O)oc2c1C (centres undefined) | 1656 | 2173
CCn1c2ccccc2c2cc(NC(=O)c3ccccc3[N+](=O)[O-])ccc21 | 1528 | 1397
Cc1cccc(CCN(CC(=O)NC2CCCCC2)C(=O)c2csnn2)c1 | 1498 | 1548
Cc1nn2c(nc(N3CCOCC3)c3ccccc32)c1C=C(C#N)C#N | 1568 | 1971

New compounds follow
smiles | SRC3 TRFRET art | SRC1 TRFRET art
N/N=C(/Cc1nc2ccccc2[nH]1)c1ccc([N+](=O)[O-])cc1 | 1509 | 2107
CC(=O)Nc1ccc(NC(=O)C2CCN(C(=O)c3cccs3)CC2)cc1 | 1638 | 1905
COc1ccc(/C=C(/C#N)C(=O)Nc2ccccc2C)cc1C(=O)O | 1518 | 1970
Cn1nnnc1SCc1csc(Nc2ccccc2)n1 | 1595 | 1980
CCc1nc(SCc2cccnc2)[nH]c(=O)c1C | 1626 | 1868
Cc1cc(S(=O)(=O)N(Cc2ccc(C(C)(C)C)cc2)Cc2cccs2)ccc1-n1cnnn1 | 1654 | 1799
CCc1cc(-c2[nH]ncc2-c2ccc3c(c2)OCO3)c(O)cc1O | 1567 | 1756
CC(C)NC(=O)CN(c1cccc([N+](=O)[O-])c1)S(=O)(=O)c1ccccc1 | 1461 | 1615
COc1ccc(Cl)cc1-c1nc(SCC(=O)NC(C)(C)C)n[nH]1 | 1626 | 1839
C[C@H](NC(=O)c1ccccc1Cl)C(=O)OCC(=O)N1CC2(C)CC1CC(C)(C)C2 (some centres undefined) | 1696 | 1994
C#CCNC(=O)C1=C[C@H](c2csc3ccccc23)C[C@H](OCc2ccc(CO)cc2)O1 | 1637 | 1451
NNC(=O)CCn1c2ccccc2c2ccccc21 | 1343 | 1529
CC(=O)Nc1ccc(S(=O)(=O)NCc2ccncc2)cc1 | 1385 | 1771
Cc1ccc(NC(=O)N2CCC(c3ccccc3)C2)cc1C (centres undefined) | 1390 | 2018
COc1ccc(CC(=O)NNC(=O)c2cccnc2)cc1OC | 1517 | 1751
Cc1ccc(OCC(=O)Nc2ccc(N3CCN(S(C)(=O)=O)CC3)cc2)c(C)c1 | 1515 | 1744
C=CCn1c(C(C)NC(=O)c2ccc(C)cc2)n[nH]c1=S (centres undefined) | 1661 | 1713
COc1cccc(NC(=O)CN2C(=O)NC(C)(CC(C)C)C2=O)c1 (centres undefined) | 1605 | 1899
[O-][n+]1c2c(nn1-c1ccccc1)/C(=N/O)CCC2 | 1519 | 1818
O=C(Cn1cc([N+](=O)[O-])cn1)Nc1nccs1 | 1679 | 1890
COC(=O)c1sc2ccccc2c1NC(=O)c1ccc(S(=O)(=O)N2CCCCC2C)cc1 (centres undefined) | 1591 | 1838
O=C(O)c1cc(Cl)c2c(c1)[C@@H]1C=CC[C@@H]1[C@H](c1ccc(S(=O)(=O)N3CCOCC3)cc1)N2 | 1343 | 1726
CN(CCc1cnn(C)c1)Cc1nc(CC2CC2)no1 | 1335 | 1381
O=C1CC(c2ccccc2)CC(O)=C1C=NCCc1ccccc1 (centres undefined) | 1494 | 1733
COc1ccc2c(-c3ccccc3)cc(SC(C)C(N)=O)nc2c1 (centres undefined) | 1462 | 1965
Cc1cccc(-n2c(SCc3ccc([N+](=O)[O-])cc3)nnc2-c2c[nH]c3ccccc23)c1 | 1754 | 1750
Cc1cc(C(=O)N2CCN(c3ccc([N+](=O)[O-])cc3)CC2)no1 | 1908 | 1915
CN1C(=O)CSc2ccc(NC(=O)N3CCN(c4ccccn4)CC3)cc21 | 1535 | 1665
COc1cccc(N2CCN(C(=O)CSc3ccc(F)cc3)CC2)c1 | 1613 | 1961
O=C(C1CCN(Cc2ccccc2)CC1)N1CCCC1 | 1547 | 1544

Nothing new here: entries from further up.
smiles | SRC3 TRFRET art | SRC1 TRFRET art
O=C(Cn1cc([N+](=O)[O-])cn1)Nc1nccs1 | 1679 | 1890
COC(=O)c1sc2ccccc2c1NC(=O)c1ccc(S(=O)(=O)N2CCCCC2C)cc1 (centres undefined) | 1591 | 1838

Other results follow:
smiles | SRC3 TRFRET art | SRC1 TRFRET art
COc1cccc(NC(=S)NN=C2CCCCCC2)c1 | 1870 | 1868
Cc1ccsc1/C=N/NC(=O)CN1CCN(S(=O)(=O)c2ccc(Br)cc2)CC1 | 1617 | 1970
COC(=O)c1ccc(C(=O)NCCCCO)cc1 | 1548 | 1778
CCc1ccc(NC(=O)/C(C#N)=C/c2cc3ccc(C)cc3nc2N2CCOCC2)cc1 | 1589 | 1864
S=C(Nc1ccc(Br)cc1)NC1CCCCC1 | 1585 | 1817
O=C(CCS(=O)(=O)c1cccs1)Nc1ccc(C(=O)NC2CCCC2)cc1 | 1495 | 1747
Cc1ccc(C)c(NC(=S)NCCSc2ccc(Cl)cc2)c1 | 1550 | 1573
Cc1nn(-c2ccccc2)c(C)c1/C=C/C(=O)OCC(=O)NC1CCS(=O)(=O)C1 (centres undefined) | 1623 | 1528
Cc1cccc2sc(NNC(=O)c3cc(=O)c4ccccc4o3)nc12 | 1301 | 1916
COc1ccc(Nc2ncnc3sc(-c4ccccc4)cc23)cc1OC | 1824 | 1986
Cc1ccccc1NC(=S)N(Cc1ccco1)C(C)c1cccs1 (centres undefined) | 1729 | 1807
Cc1cc(NC(=O)Cn2nc([N+](=O)[O-])c(Br)c2C)no1 | 1609 | 1837
Cc1cc(C)c(NS(=O)(=O)c2ccc(NC(=O)/C=C/C(=O)O)cc2)c(C)c1 | 1690 | 1797
Oc1ccc2cc(Br)ccc2c1CN1CCCC1 | 1422 | 1743
CC1(C)CC(=O)/C(=C(\O)CCCN2C(=O)c3ccccc3C2=O)C(=NCCO)C1 | 1623 | 1966
Cc1cc(NC(=S)Nc2cccc3ccccc23)n[nH]1 | 1750 | 1747
CCNC(=O)C1=C(O)c2sccc2N(C)S1(=O)=O | 1738 | 1943
COC(=O)c1ccc(C)c(NC(=O)CCc2ccc(OC)cc2)c1 | 1340 | 1538
O=C(CC12CC3CC(C1)CC(CC(=O)N1CCCC1)(C3)C2)N1CCCC1 | 1484 | 1751
Cc1noc(C)c1COC(=O)c1ccccc1NC(=O)c1ccco1 | 1504 | 1863
CCN(CC)c1ccc(C=Nc2ccc(C)cc2C)c(O)c1 | 1545 | 1661
COc1ccc(S(=O)(=O)NN(C)c2ncc(C(F)(F)F)cc2Cl)cc1 | 1523 | 1779
COc1ccc(C(=O)NNS(=O)(=O)c2ccc(C)cc2)cc1 | 1686 | 1700
CCc1ccccc1-n1c(SCC(=O)N2CCCC2)nc2[nH]ncc2c1=O | 1639 | 2177
Cc1cc(/C=N/n2c(COc3ccccc3C)nc3ccccc3c2=O)c(O)c([N+](=O)[O-])c1 | 1283 | 1660
O=C1C2CCCN2C(=O)N1CCCCN1CCN(CCO)CC1 (centres undefined) | 1431 | 1719
COc1ccc(NC(=S)N(Cc2ccc(N(C)C)cc2)Cc2ccco2)cc1 | 1485 | 1681
COc1ccccc1CNC(=O)CSc1nn2c(=O)c(C(C)(C)C)nnc2s1 | 1664 | 1776
Nc1cc(=O)[nH]c(SCC(=O)Nc2cc(S(=O)(=O)N3CCOCC3)ccc2Cl)n1 | 1565 | 1910
O=C(CNC1CCCCC1)Nc1cc(S(=O)(=O)N2CCOCC2)ccc1Cl | 1719 | 1786
O=C(NC1CCCCCCC1)c1c(O)c2ccccc2[nH]c1=O | 1559 | 2028
CC(C)C(=O)Nc1ccc(NC(=S)NC(=O)c2cc3ccccc3o2)cc1 | 1559 | 1732

These rows are one share of the data. The share of hits here may be higher or lower than overall.
